Compound activity from PubChem BioAssay.
MMP13 inh: blocks human MMP13 activity | inhibition, % at 4 µM | MMP-13 fTHP FRET cleavage, Mca fluorescence | AID 570 | 0.07% of 65,000 active;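 active = inhibition above the mean of compound-free control plate wells plus 3 SD, cut at about 14% in these data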;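 note: 0% = DMSO wells and 100% = wells with reference MMP-13 inhibitor after basal subtraction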
5-HT1A blocker: antagonists of human 5-HT1a serotonin receptor; 0.68% of 62,000 active; CHO 5-HT1a Ga15 NFAT-bla reporter, antagonist mode; AID 612; inhibition, % at 10 µM;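 active = inhibition above the mean of all tested compounds plus 3 SD, cut at about 43% in these data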;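 note: receptor stimulated by 5-CT agonist at 100 nM near EC80; beta-lactamase reporter measured by ratiometric fluorescence of a cleavable substrate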
Abs 340nm: compound absorbs light at 340 nm; compound absorbance at 340 nm, fold over control; fold change at 10 µM; 65,000 tested, under 10 active; AID 708;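 active = at 10 µM dose, initial 340 nm absorbance at least 2 fold that of control wells; inactive = change under 2 fold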;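 note: initial absorbance extrapolated from kinetic A340 decline of NADH oxidation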
TNAP act mid DEA: activates human TNAP at intermediate phosphate acceptor concentration; P05186; purified TNAP, CDP-star luminescence, 100 mM DEA, 30 min; stronger effect = higher value; scale: 0 levamisole-inhibited, 1 vehicle-only enzyme; activation factor at 20 µM; 64,000 tested, under 10 active; AID 813;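 active = activation factor of at least 2 at 20 µM, relative to controls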
Target sequence (P05186 whole entry, looked up): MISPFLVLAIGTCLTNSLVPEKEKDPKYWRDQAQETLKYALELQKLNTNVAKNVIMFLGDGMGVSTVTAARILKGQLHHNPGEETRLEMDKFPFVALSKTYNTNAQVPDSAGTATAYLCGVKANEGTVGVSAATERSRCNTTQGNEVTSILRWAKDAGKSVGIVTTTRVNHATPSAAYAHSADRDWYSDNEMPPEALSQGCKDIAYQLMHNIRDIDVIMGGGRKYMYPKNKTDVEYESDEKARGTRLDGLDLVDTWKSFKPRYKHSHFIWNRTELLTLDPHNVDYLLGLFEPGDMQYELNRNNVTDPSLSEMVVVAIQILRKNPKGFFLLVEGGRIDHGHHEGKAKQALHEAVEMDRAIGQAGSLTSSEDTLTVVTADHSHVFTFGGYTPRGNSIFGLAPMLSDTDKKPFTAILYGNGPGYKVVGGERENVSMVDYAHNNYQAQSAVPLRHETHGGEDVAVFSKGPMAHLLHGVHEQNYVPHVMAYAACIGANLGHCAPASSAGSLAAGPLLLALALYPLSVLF
Autofluor 339: intrinsic fluorescence of library compounds, ex339/em460 – biochemical, MLSMR library, data from DPM-DC assay, artefact control, profiling panel; fluorescence fold increase at 10 µM; 5.5% of 65,000 active; compound autofluorescence, ex339/em460 nm, NADH buffer; stronger effect = higher value; 1 = no-compound wells, NADH background;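 active = at 10 µM, mean starting fluorescence two-fold or more over control wells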;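 note: signal is the first read of a kinetic run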
5HT1a ag: 5-HT1a (human) receptor agonism; CHO 5-HT1a Ga15 NFAT-bla reporter, FRET ratio; 0% basal, 100% maximal reference agonist; activation, % at 10 µM; 0.56% of 65,000 active; AID 567;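 active = activation above the screen-wide mean activation plus 3 SD, cut at about 19% in these data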;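 note: 0% = DMSO wells and 100% = 5-CT at EC100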
RORa activator: activates the human nuclear receptor RORA; activation, % at 10 µM; 1.5% of 65,000 active; P35398; CHO-K1 Gal4-RORA LBD luciferase reporter, luminescence; percent increase over mock-subtracted basal signal;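 active = activation above the mean of all tested compounds plus 3 SD, cut at about 49% in these data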;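 note: 0% = DMSO-treated RORA cells and 100% = added signal equal to DMSO minus mock-transfected cells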
Target sequence (P35398 whole entry, looked up, the tested form may be a part): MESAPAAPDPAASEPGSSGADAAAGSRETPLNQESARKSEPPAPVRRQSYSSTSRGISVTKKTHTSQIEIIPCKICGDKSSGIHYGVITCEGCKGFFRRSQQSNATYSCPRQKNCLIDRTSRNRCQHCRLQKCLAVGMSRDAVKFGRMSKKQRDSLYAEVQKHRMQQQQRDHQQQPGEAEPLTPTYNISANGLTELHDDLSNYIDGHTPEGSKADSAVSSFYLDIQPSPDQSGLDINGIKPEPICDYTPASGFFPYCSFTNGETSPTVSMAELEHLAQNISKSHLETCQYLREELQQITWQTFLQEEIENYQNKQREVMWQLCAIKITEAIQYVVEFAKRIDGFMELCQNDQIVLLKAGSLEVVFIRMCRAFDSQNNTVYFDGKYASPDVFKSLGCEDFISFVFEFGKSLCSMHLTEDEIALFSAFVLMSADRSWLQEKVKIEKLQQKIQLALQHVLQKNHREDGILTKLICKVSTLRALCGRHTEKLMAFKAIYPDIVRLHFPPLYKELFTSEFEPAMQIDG
SF1 activator: activators of human nuclear receptor SF-1. Q13285. activation, % at 10 µM. CHO-K1 Gal4-SF-1 LBD luciferase reporter; % increase over DMSO SF-1-specific signal. 1.9% of 65,000 active;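 active = activation above the mean activation of all tested compounds plus 3 SD, cut at about 50% in these data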
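Assay system: CHO-K1 cells co-transfected with Gal4 DBD–human SF-1 LBD, 5xGal4 luciferase reporter / Input: 4,000 cells per well / Incubation: 20 h compound exposure at 37 °C after 1 h cell settling / Detection: SteadyLite luciferase luminescence / Control set: DMSO negative control and −SF1 background wells / Replication: one test per compound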
NADH enzymes: blocks coupling enzymes of NAD/NADH assays; coupled PK/LDH NADH assays, four targets; IC50, µM (titrated, usually from 10 µM), for inactives: top-dose inhibition; 0.02% of 65,000 active;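 active = single-dose screening hits from any of four coupled enzyme assays that gave an IC50 when retested across doses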;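 note: the DPM-DC format reads NADH fluorescence rather than 340 nm absorbance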
* marks the source's active call; other numbers are inactive results; . = no result given; [ ] = remark or other dose.

Key to letters – A = MMP13 inh; B = 5-HT1A blocker; C = Abs 340nm; D = TNAP act mid DEA; E = Autofluor 339; F = 5HT1a ag; G = RORa activator; H = SF1 activator; I = NADH enzymes
CCOc1cc(-c2nc(-c3ccccc3OC)no2)cc(OCC)c1OCC
  A: 4; B: 3; C: 1; D: 0.8; E: 1; F: 4.0; G: -7; H: -1; I: 2%
COc1ccc(OC)c(CNC(=O)COc2cc(=O)n(C)c3ccccc23)c1
  A: 2; B: -10; C: 1; D: 1; E: 1; F: -3.6; G: -15; H: -4; I: 2%
CCN(CC)C(=O)Cn1cnc2c1c(=O)n(C)c(=O)n2C
  A: 2; B: -5; C: 0.97; D: 0.9; E: 1.1; F: -0.6; G: -24; H: -11; I: 3%
COc1cc(C)nc(N(Cc2ccccc2)S(=O)(=O)c2ccccc2)n1
  A: 2; B: 26; C: 1.1; D: 1; E: 1.2; F: -5.0; G: -4; H: -15; I: 5%
CCN(CC)C(=O)N1CCN(S(=O)(=O)c2ccc(C)c(C)c2)CC1
  A: -2; B: -1; C: 1; D: 0.9; E: 1.1; F: -1.1; G: 3; H: -6; I: 2%
CCOC(=O)C1CCN(S(=O)(=O)c2cccc(-c3cn4cccc(C)c4n3)c2)CC1
  A: -21; B: 0; C: 1; D: 0.8; E: 1.4; F: -0.6; G: -4; H: 14; I: 2%
CC(C)NC(=O)c1cc2cc(Br)ccc2oc1=O
  A: -5; B: 18; C: 1; D: 0.9; E: 1.1; F: -3.6; G: -14; H: 4; I: 10%
CCOC(=O)c1cc2sc(C)cc2n1CC(=O)N1CCN(C(=O)c2ccco2)CC1
  A: -2; B: -7; C: 1; D: 1; E: 1.1; F: 0.7; G: -10; H: -12; I: 20%
COc1ccc(CCn2nnnc2C(c2ccc(C)cc2)N2CCN(C)CC2)cc1OC (configuration not stated)
  A: -1; B: 10; C: 1; D: 0.9; E: 1.1; F: -2.5; G: -12; H: 6; I: 7%
CC(NC(=O)Cc1cccs1)C(c1cccs1)N1CCN(c2ccccc2F)CC1 (configuration not stated)
  A: 4; B: 11; C: 1; D: 1; E: 1.1; F: -1.1; G: -6; H: -15; I: 7%
CCOC(=O)CNC(=O)CSc1nc2cccnc2n1C
  A: -1; B: 5; C: 0.98; D: 1; E: 1.1; F: -3.1; G: 6; H: 12; I: 6%
CN(C)c1nc2sc3c(c2c(=O)n1C)CC(C)(C)OC3
  A: 1; B: .; C: 1.1; D: 0.9; E: 1.1; F: 0.9; G: -18; H: 7; I: 7%
CCOC(=O)C1CCN(C(=O)COC(=O)COc2ccccc2OC)CC1
  A: -7; B: -8; C: 0.99; D: 0.9; E: 1.1; F: -0.3; G: 0; H: -4; I: 6%
CCSc1oc(-c2ccco2)nc1S(=O)(=O)c1ccccc1
  A: 1; B: 8; C: 1; D: 0.8; E: 0.66; F: 0.5; G: 10; H: -24; I: 2%
CCOC(=O)c1cnc2ccc(Cl)cc2c1N1CCN(C)CC1
  A: 2; B: 6; C: 1.1; D: 1; E: 1.1; F: 0.7; G: 7; H: 0; I: 7%
CCC1(COC(=O)Nc2cccc(Cl)c2)COC1
  A: 2; B: 6; C: 1; D: 0.9; E: 1.1; F: -0.9; G: 1; H: 11; I: 4%
N#C/C(=C\c1ccc[nH]1)S(=O)(=O)c1ccccc1
  A: -2; B: 2; C: 1.2; D: 0.8; E: 1.1; F: -2.0; G: -7; H: 4; I: 6%
CCCCCc1c(C)nc(SCC(=O)O)[nH]c1=O
  A: -2; B: 4; C: 1; D: 0.9; E: 1.1; F: -1.0; G: -5; H: -14; I: 3%
COc1ccc(Br)cc1CNC(=O)CCN1C(=O)COc2ccccc21
  A: 2; B: -4; C: 1; D: 0.9; E: 0.99; F: -2.2; G: -37; H: -17; I: 3%
CCn1c(=O)c(C(=O)Nn2c(C)nc3ccccc3c2=O)c(O)c2ccccc21
  A: -2; B: -8; C: 1; D: 0.9; E: 1; F: 0.2; G: -17; H: -11; I: 7%
O=C(CC(O)(c1ccccc1)C(F)(F)C(F)F)c1cccs1 (configuration not stated)
  A: 1; B: 14; C: 0.96; D: 0.8; E: 1.1; F: -0.4; G: 6; H: 6; I: 3%
Cc1cc(NC(=O)c2ccc3nc(-c4ccccc4)c(-c4ccccc4)nc3c2)no1
  A: -2; B: -18; C: 1; D: 0.8; E: 1.3; F: 0.1; G: -12; H: -4; I: 3%
CC(C)C(=O)Nc1nnn(C)n1
  A: -4; B: 3; C: 1; D: 0.9; E: 1.2; F: 0.4; G: 24; H: 4; I: 6%
O=C(NCc1cccs1)C1CC(=O)N(C2CCCC2)C1 (configuration not stated)
  A: 2; B: 4; C: 0.99; D: 0.8; E: 1; F: 1.5; G: -2; H: -8; I: 1%
Cc1ccc(-n2c(N)c(C(N)=O)sc2=S)cc1
  A: -5; B: .; C: 1; D: 0.9; E: 1; F: -1.2; G: -19; H: -14; I: 3%

Random excerpt: two records from the list.
Key to letters – A = MMP13 inh; B = 5-HT1A blocker; C = Abs 340nm; D = TNAP act mid DEA; E = Autofluor 339; F = 5HT1a ag; G = RORa activator; H = SF1 activator; I = NADH enzymes
Cc1cc(NC(=O)c2ccc3nc(-c4ccccc4)c(-c4ccccc4)nc3c2)no1
  A: -2; B: -18; C: 1; D: 0.8; E: 1.3; F: 0.1; G: -12; H: -4; I: 3%
CC(C)NC(=O)c1cc2cc(Br)ccc2oc1=O
  A: -5; B: 18; C: 1; D: 0.9; E: 1.1; F: -3.6; G: -14; H: 4; I: 10%

(listing goes on)
Key to letters – A = MMP13 inh; B = 5-HT1A blocker; C = Abs 340nm; D = TNAP act mid DEA; E = Autofluor 339; F = 5HT1a ag; G = RORa activator; H = SF1 activator; I = NADH enzymes
FC(F)(F)c1ccc(N2CCOCC2)c(Nc2nc3ccccc3n3cnnc23)c1
  A: -4; B: -26; C: 1; D: 1; E: 2.5*; F: -2.0; G: 2; H: -14; I: 2%
O=C(Cn1nc(Cc2cccnc2)c2ccccc2c1=O)N1CCN(c2ccccn2)CC1
  A: -8; B: -1; C: 1.1; D: 0.9; E: 1.1; F: 3.1; G: -3; H: -22; I: 2%
Cc1ccc(CNC(=O)CCNS(=O)(=O)c2ccc3c(c2)c(=O)n(C)c(=O)n3C)cc1
  A: 1; B: -7; C: 1; D: 0.9; E: 1.2; F: -0.5; G: -9; H: 2; I: 8%
O=C(Nc1ccccc1N1CCCC1)c1cccnc1
  A: -1; B: 1; C: 1.1; D: 1; E: 1.1; F: -4.3; G: 24; H: 27; I: 3%
COc1ccccc1NC(=O)N(Cc1ccco1)Cc1cc2c(C)ccc(C)c2[nH]c1=O
  A: 0; B: 6; C: 1; D: 0.9; E: 1.1; F: -4.4; G: 6; H: -2; I: 6%
Nc1cc(N)cc(-c2nc3ccccc3[nH]2)c1
  A: 2; B: 7; C: 1; D: 0.9; E: 2.2*; F: -3.2; G: 0; H: 32; I: 17%
Cc1c(C(=O)NCc2ccc3c(c2)OCO3)oc2ccccc12
  A: 2; B: 19; C: 1; D: 0.9; E: 1.1; F: 0.9; G: -10; H: -13; I: 6%
COc1ccc(NC(=O)CSc2nnc(-c3ccncc3)n2CC2CCCO2)c(OC)c1 (configuration not stated)
  A: 1; B: 1; C: 1; D: 1; E: 1; F: -0.2; G: 8; H: 0; I: 2%
CC1CN(S(=O)(=O)c2ccc(C(=O)Nc3sc4c(c3C(N)=O)CCN(C)C4)cc2)CC(C)O1 (configuration not stated)
  A: 3; B: 4; C: 1.1; D: 0.8; E: 1.1; F: -2.6; G: 17; H: 3; I: 1%
COc1ccc(S(=O)(=O)NC(C)C(=O)Nc2cccc(C(C)=O)c2)cc1 (configuration not stated)
  A: -2; B: -4; C: 1; D: 1; E: 1.1; F: 1.0; G: 6; H: 1; I: 0%
CC1CCCCN1CCNC(=O)CN1C(=O)COc2ccccc21 (configuration not stated)
  A: 1; B: -4; C: 1; D: 0.9; E: 1.1; F: -0.6; G: -11; H: -6; I: 1%
Cc1ccnc2ccc(-c3nc4ccccc4o3)cc12
  A: -101[fluorescence artefact?]; B: 16; C: 1; D: 1; E: 5*; F: 0.9; G: 46; H: 56*; I: 6%[fluoresces]
COc1ccc(C(=O)N2c3cc4c(cc3C(C)=CC2(C)C)OCO4)cc1
  A: 2; B: 54*; C: 1.1; D: 0.9; E: 1.1; F: -1.3; G: -15; H: 14; I: 3%
CCn1c(SCC(=O)c2ccc(CNC(C)=O)o2)nnc1-c1cccs1
  A: 0; B: -12; C: 1; D: 0.9; E: 1.1; F: 0.3; G: -8; H: 11; I: 5%
Brc1ccc(-c2noc(COc3ccc4c(c3)CCC4)n2)o1
  A: -4; B: 11; C: 1; D: 0.9; E: 1.1; F: -5.1; G: 5; H: -5; I: 2%
Cc1c(NC(=O)c2noc3c2CCc2ccccc2-3)c(=O)n(-c2ccccc2)n1C
  A: 5; B: 2; C: 1; D: 0.9; E: 1.1; F: -1.4; G: -3; H: -13; I: 1%
O=C(COc1ccc(F)cc1)Nc1nccs1
  A: -3; B: -4; C: 1; D: 0.9; E: 1.1; F: -1.6; G: 102*; H: 42; I: 3%
C=CCNC(NC(=O)c1ccccc1)(C(=O)OCC)C(F)(F)F (configuration not stated)
  A: 1; B: 11; C: 1; D: 1; E: 1.1; F: -3.8; G: -22; H: -5; I: 0%
COc1ccc(S(=O)(=O)Cc2ccc(C(=O)N3CCN(C4CCCCC4)CC3)o2)cc1
  A: 0; B: 11; C: 1; D: 0.9; E: 1.1; F: 1.0; G: 4; H: -1; I: 1%
O=C(O)CSCC(=O)Nc1ccc(S(=O)(=O)N2CCCCC2)cc1
  A: -2; B: .; C: 1; D: 0.9; E: 1.1; F: 0.7; G: -14; H: 9; I: 5%
O=C1CC(c2ccccc2)CC(O)=C1C=NCCCN1CCOCC1 (configuration not stated)
  A: 1; B: 0; C: 0.98; D: 0.9; E: 1.1; F: -4.4; G: -17; H: -2; I: 2%
CCN1CCN(c2nc3c(C)cccn3c(=O)c2/C=C(\C#N)S(=O)(=O)c2ccc(C)cc2)CC1
  A: -5; B: .; C: 1; D: 0.9; E: 1.1; F: 1.6; G: -7; H: 1; I: 2%
CNC(=O)NC1CCCc2ccccc21 (configuration not stated)
  A: 2; B: -2; C: 1.1; D: 0.9; E: 1.1; F: -2.2; G: 21; H: 3; I: 2%
CC(=O)Nc1ccc(S(=O)(=O)Nc2cccc(-c3nc4cc(C)ccc4o3)c2)cc1
  A: -2; B: 10; C: 1.1; D: 0.9; E: 1.3; F: -0.8; G: -5; H: -11; I: 4%
Cc1c(NC(=O)c2ccc(=O)oc2)c(=O)n(-c2ccccc2)n1C
  A: -8; B: .; C: 1.1; D: 0.8; E: 1.1; F: 0.5; G: -9; H: -6; I: 1%
COc1ccc(C(=O)Nc2c(F)c(F)c(F)c(F)c2F)c(OC)c1
  A: 0; B: -3; C: 1; D: 1; E: 1.1; F: -4.1; G: -11; H: -10; I: 6%

An excerpt from above in order of count of non-hydrogen atoms, largest number first.
Key to letters – A = MMP13 inh; B = 5-HT1A blocker; C = Abs 340nm; D = TNAP act mid DEA; E = Autofluor 339; F = 5HT1a ag; G = RORa activator; H = SF1 activator; I = NADH enzymes
O=C(Cn1nc(Cc2cccnc2)c2ccccc2c1=O)N1CCN(c2ccccn2)CC1
  A: -8; B: -1; C: 1.1; D: 0.9; E: 1.1; F: 3.1; G: -3; H: -22; I: 2%
CCOC(=O)C1CCN(C(=O)COC(=O)COc2ccccc2OC)CC1
  A: -7; B: -8; C: 0.99; D: 0.9; E: 1.1; F: -0.3; G: 0; H: -4; I: 6%
CCn1c(SCC(=O)c2ccc(CNC(C)=O)o2)nnc1-c1cccs1
  A: 0; B: -12; C: 1; D: 0.9; E: 1.1; F: 0.3; G: -8; H: 11; I: 5%
